AmpC inh no detg – blocks E. coli AmpC beta-lactamase in detergent-free assay; AmpC nitrocefin hydrolysis, absorbance 480 nm, 0.0001% Triton; 330,000 tested, 0.52% active; P00811; Potency, µM (top dose mostly 57.1 µM), for inactives: at the top dose activity change, negative = inhibition, most hits filed as inhibitors;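 note: potency is the fitted concentration of half-maximal effect; plate controls were no compound for no effect and no enzyme for full effect; nearly all actives have a fitted effect of over 20% in size; some results filed as inactive show a strong effect at the top dose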
Target sequence (P00811 whole entry, looked up): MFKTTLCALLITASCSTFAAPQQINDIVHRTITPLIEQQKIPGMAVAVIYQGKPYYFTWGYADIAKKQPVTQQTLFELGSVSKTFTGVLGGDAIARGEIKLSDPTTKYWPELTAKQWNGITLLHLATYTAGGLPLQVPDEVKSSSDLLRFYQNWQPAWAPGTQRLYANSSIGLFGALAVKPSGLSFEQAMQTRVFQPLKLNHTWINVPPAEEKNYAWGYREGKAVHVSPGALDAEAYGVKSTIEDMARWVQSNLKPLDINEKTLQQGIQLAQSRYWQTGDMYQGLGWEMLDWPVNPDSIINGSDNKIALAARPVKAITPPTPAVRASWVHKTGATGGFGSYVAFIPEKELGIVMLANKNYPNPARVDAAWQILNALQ
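20 mM phosphate pH 7.0 + 0.01% (detergent screen) or 0.0001% Triton X-100; 5.3 nM AmpC reagent; cpd preinc 15 min RT; nitrocefin (800 uM stock) to start; A480 q20 s × 4 min; Activity was normalised to no-enzyme and no-compound control wells.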
HCMV antiviral – human cytomegalovirus inhibition. HFF cells, HCMV-luciferase reporter, 72 h; active compounds read low. activity change, negative = inhibition, % at 57.5 µM. 410,000 tested, 4.5% active; in the data active = activity change below about -60%; inconclusive = no clear call, values can overlap the other calls; inactive = above about -39%
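Inhibition of viral replication was scored as loss of reporter luminescence in HFFs infected with HCMV-luciferase (MOI 1 PFU/cell) for 72 h; compounds tested at 2 doses, normalized to buffer and Salinomycin controls.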
AmpC inh detg – AmpC beta-lactamase inhibition with detergent present; P00811; AmpC hydrolysis of nitrocefin, absorbance 480 nm, 0.01% Triton; Potency, µM (titrated, usually from 114 µM), for the others: at the top dose activity change, negative = inhibition, usual class: inhibitors; 370,000 tested, 0.041% active; AID 485294;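 note: potency is the fitted concentration of half-maximal effect; 0% = no-compound wells and -100% = no-enzyme wells; nearly all actives have a fitted effect of over 25% in size; some results filed as inactive show a strong effect at the top dose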
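AmpC (5.3 nM in the dispensed reagent) in 20 mM phosphate pH 7.0 with 0.01% (detergent screen) or 0.0001% Triton X-100 was preincubated with compounds for 15 min at room temperature. Nitrocefin was then added from an 800 uM solution, and hydrolysis was followed at 480 nm.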
Giardia FBPA inh – Giardia lamblia aldolase inhibition; purified Giardia FBPA; Potency, µM (series often up to 59.6 µM), inactives show at the top dose activity, negative = inhibition, actives largely listed as inhibitors; 290,000 tested, 0.71% active; AID 2451; note: potency is the fitted concentration of half-maximal effect; nearly all actives have a fitted effect of over 55% in size
Target sequence (A8B2U2 whole entry, looked up): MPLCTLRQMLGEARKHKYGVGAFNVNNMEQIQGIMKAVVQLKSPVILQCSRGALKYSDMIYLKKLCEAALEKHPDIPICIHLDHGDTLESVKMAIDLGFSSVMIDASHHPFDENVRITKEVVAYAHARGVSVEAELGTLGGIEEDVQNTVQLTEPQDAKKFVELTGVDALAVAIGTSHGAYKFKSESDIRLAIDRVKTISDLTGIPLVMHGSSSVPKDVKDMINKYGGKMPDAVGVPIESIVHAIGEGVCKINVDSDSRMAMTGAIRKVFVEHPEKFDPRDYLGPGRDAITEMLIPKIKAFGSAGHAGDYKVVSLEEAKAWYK
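Giardia FBPA (40 nM reagent) was preincubated 10 min at RT with compound (up to 57.5 uM final), then substrate plus GAPDH/TPI/NAD/arsenate coupling system with diaphorase/resazurin was added; resorufin fluorescence (525/598 nm) was read after 20 min.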
AMA1 RON2 block – disrupts binding of P. falciparum AMA1 to RON2. AlphaScreen AMA1-biotinylated RON2 peptide binding. Potency, µM (doses to about 58.2 µM), for inactives: at the highest dose activity change, negative = inhibition, usual class: inhibitors. 360,000 tested, 0.2% active;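 note: potency is the fitted concentration of half-maximal effect; 0% = vehicle wells and -100% = peptide control; nearly all actives have a fitted effect of over 45% in size; some results filed as inactive show a strong effect at the top dose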
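AMA1 (3D7) with his tag at 25 nM final met compounds first, then biotinylated RON2 peptide at 25 nM; detection used donor plus acceptor beads, 10 µg/mL apiece, read by AlphaScreen after 30 min at room temperature.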
Sm TGR inh – inhibitors of Schistosoma mansoni thioredoxin glutathione reductase; Potency, µM (doses to about 114 µM), for the others: top-dose activity change, negative = inhibition, hits mostly inhibitors; 360,000 tested, 3% active; Q962Y6; purified TGR, DTNB reduction, TNB absorbance 405 nm; note: potency is the fitted concentration of half-maximal effect; nearly all actives have a fitted effect of over 60% in size
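TGR 20 nM + NADPH 100 uM (dispensed conc.), cpd preinc 15 min RT; start with NADPH (500 uM addition) then DTNB (15 mM addition). Kinetic TNB absorbance, 405 nm filter. Four-parameter Hill fit across titration.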
* hit, by the source's call; ? = inconclusive; . = not tested or not shown; [ ] = remark or other dose. Unless noted, calls come from the whole dose curve; as a rule, active = well fitted curve in the direction sought with a large enough effect; inconclusive = small, poorly fitted or top-dose-only effect, or another doubt; inactive = no such curve, though single readings can be large; an effect the other way counts as inactive or inconclusive. Unless noted, % is set by controls: 0 for no effect and ±100 for the full control effect.

SMILES	AmpC inh no detg	HCMV antiviral	AmpC inh detg	Giardia FBPA inh	AMA1 RON2 block	Sm TGR inh
CCOC(=O)C1CCCN(C(=O)c2cn(CC)c(=O)c3cc(OC)c(OC)cc23)C1 (stereo not drawn)	9%	-9	?	5%	1%	17%
Cn1c(=O)c2c(nc(SCc3ccccn3)n2C)n(C)c1=O	-13%	.	?	-3%	.	1%
Nc1c(C(=O)Nc2ccc3c(c2)OCCO3)nnn1Cc1cccc(F)c1	-22%	55	?	.	0%	-18%
CCOCCc1nnc(NC(=O)CCS(=O)(=O)c2ccccc2)s1	-7%	43	-5%	3%	-2%	-1%
O=c1[nH]c(SCc2ccc([N+](=O)[O-])cc2)nc2[nH]ncc12	-9%	-11	3%	0%	4%	8%
COc1ccc(Br)cc1C(=O)Nc1ccc(-c2nc3cc(Cl)ccc3o2)cc1	.	16	-7%	.	.	-3%
Cc1noc(C)c1CSCC(=O)Nc1ccc(S(=O)(=O)C(F)F)cc1	-35%	7	-8%	.	1%	-9%
CC(C)(C)N(Cc1ccccc1)C(=O)COC(=O)c1ccc2ccccc2n1	52%	-25	.	.	-4%	.
O=C(O)c1ccccc1C(=O)NCCCn1ccnc1	-9%	-9	-3%	-22%	-9%	-26%
Cc1ccc(S(=O)(=O)N2CCN(CC(=O)N/N=C\c3ccc(Cl)c([N+](=O)[O-])c3)CC2)cc1	69%[activator]	?	-11%	2%	6%	2%
CCN(CC)S(=O)(=O)c1cc(NC(=O)CO/N=C(\N)c2ccccc2Cl)ccc1C	-21%	-7	-20%	.	-10%	0%
CCOC(=O)/C=C1\SCC(=O)N1CC(=O)Nc1cc(S(=O)(=O)N(C)C)ccc1C	0%	18	.	.	-5%	.
CCOCCCn1c(=S)[nH]c2cc(C(=O)NCCCN(CC)CC)ccc2c1=O	-23%	?	-7%	0%	5%	-15%
C=CCn1c(N2CCCCCC2)nc2c1c(=O)n(C)c(=O)n2C	3%	.	-3%	10%	3%	1%
CCOc1ccc(C(=O)Nc2ccc(Cl)c(-c3nc4cc(C)cc(C)c4o3)c2)cc1	.	-18	-5%	.	.	-4%
O=C(C1CC1)N1CCc2cc(Br)cc(S(=O)(=O)Nc3ccc(F)c(F)c3)c21	.	-37	7%	.	.	1%
CCc1ccc(NC(=O)CSc2nc3ccccc3c(=O)n2CCCC(=O)N2CCCC2)cc1	-5%	-66*	?	0%	19%	19%
NS(=O)(=O)c1ccc(NC(=S)NC(=O)/C=C/c2cccs2)cc1	?	35	-8%	0%	7%	-9%
COC1=C(C)C(O)=C(C(=O)/C=C/c2ccccc2)C(=O)C1(C)C	-19%	-77*	-4%	1%	0%	?
CN(Cc1ccccn1)Cc1cn(Cc2ccccc2)nc1-c1ccc2c(c1)OCO2	72%[activator]	27	-1%	0%	10%	.
O=C(CC1N=C2c3ccccc3N=C(SCC(=O)Nc3cccc(C(F)(F)F)c3)N2C1=O)NCc1cccs1 (stereo not drawn)	.	-16	8%	.	.	-8%
COc1cccc(C(=O)Nc2ccccc2OC(F)(F)F)c1	-17%	-34	2%	-4%	-7%	0%
COc1ccc(OCC(=O)Nc2ncc3c(n2)CC(C)(C)CC3=O)cc1	-17%	13	-16%	-2%	1%	2%
O=C(Nc1ccc(N2CCN(C(=O)c3ccco3)CC2)cc1)c1ccc(F)cc1	20%	-11	-3%	-2%	-9%	-2%
Clc1ccccc1Cn1nnc2c(N3CCOCC3)nc(C3CC3)nc21	-12%	-1	0%	-6%	21%	-35%
O=[N+]([O-])c1ccc(O)c(-c2nc(-c3ccccc3)c(-c3cccs3)[nH]2)c1	-43%	-103*	?	-17%	59%[activator]	8%
CCN(CC)S(=O)(=O)c1ccc(N2CCCCC2)c(NC(=O)C2=COCCO2)c1	25%	?	3%	.	-8%	1%
N#Cc1ccc(-n2c(-c3ccccc3)nnc2-c2ccccc2)cc1C#N	-5%	-31	-15%	-3%	8%	-4%
CC(C)CCNC(=O)c1cc(C(=O)c2cc(F)ccc2O)cn(CCC(C)C)c1=O	-22%	-14	-3%	6%	18%	-2%
O=S(=O)(NCc1ccc(Cl)cc1)NCc1ccccc1F	-15%	-17	-5%	2%	22%	-3%
COc1ccc2c(c1)c(=O)c(C(=O)c1ccc(F)cc1)cn2CC(=O)Nc1ccc2c(c1)OCCO2	.	?	4%	.	.	2%
Clc1ccc(SCc2cn3cccnc3n2)cc1	-11%	-10	-21%	-4%	14%	0%
CC(NC(=O)c1ccccc1O)c1ccccc1 (stereo not drawn)	-16%	?	6%	-7%	4%	-1%
Cc1c(CC(=O)NCC(=O)N[C@H](Cc2ccccc2)C(=O)O)c(=O)oc2cc(O)ccc12	-24%	-14	-14%	-4%	0%	-19%
Cc1ccc(NC(=O)N2CCc3ccccc32)cc1	-29%	124	-4%	-19%	3%	0%
CCOc1ccc(C(=O)NCc2cccnc2)cc1[N+](=O)[O-]	4%[2.29 µM]	2	-4%	1%	9%	9%
CC(C)CN(C(=O)CCC(=O)OCC(=O)N(C)c1ccccc1)c1c(N)n(CC(C)C)c(=O)[nH]c1=O	53%	-7	-13%	.	-1%	0%
COc1ccc(CCNC(=O)CN(c2ccc(C)cc2)S(=O)(=O)c2c(C)noc2C)cc1OC	100%[activator]	11	1%	3%	3%	2%
COC(=O)C(O)(NC(=O)OCc1ccccc1)C(F)(F)F (stereo not drawn)	-7%	10	-1%	1%	0%	3%
Cc1ccccc1C(=O)Nc1ccc2nc3n(c(=O)c2c1)CCCC3	-7%	-38	-7%	1%	-1%	3%
c1coc(C2Nc3ccccc3C3OCCC23)c1 (stereo not drawn)	-5%	99	-8%	1%	3%	-6%
O=C(Nc1cc(-c2ccccc2)nn1C1CCCCC1)c1ccc(Cl)cc1	-22%	-31	.	.	4%	.
CC(=O)Nc1ccc(NC(=O)Nc2ccccc2C)cc1	-3%	7	-3%	-7%	-7%	15%
O=C(c1cc2cc(Cl)cc(Cl)c2oc1=O)N1CCOCC1	-11%	-2	?	-1%	18%	0%
Cc1ccc(/C=N/N=C2\SCC(=O)N2CC2CC2)cc1	-24%	-12	-5%	-4%	-12%	-6%

Among those listed so far, 2 contain bromine:
SMILES	AmpC inh no detg	HCMV antiviral	AmpC inh detg	Giardia FBPA inh	AMA1 RON2 block	Sm TGR inh
COc1ccc(Br)cc1C(=O)Nc1ccc(-c2nc3cc(Cl)ccc3o2)cc1	.	16	-7%	.	.	-3%
O=C(C1CC1)N1CCc2cc(Br)cc(S(=O)(=O)Nc3ccc(F)c(F)c3)c21	.	-37	7%	.	.	1%

Random excerpt: 4 entries already listed, in no set order.
SMILES	AmpC inh no detg	HCMV antiviral	AmpC inh detg	Giardia FBPA inh	AMA1 RON2 block	Sm TGR inh
O=C(Nc1cc(-c2ccccc2)nn1C1CCCCC1)c1ccc(Cl)cc1	-22%	-31	.	.	4%	.
Cc1ccccc1C(=O)Nc1ccc2nc3n(c(=O)c2c1)CCCC3	-7%	-38	-7%	1%	-1%	3%
Cc1c(CC(=O)NCC(=O)N[C@H](Cc2ccccc2)C(=O)O)c(=O)oc2cc(O)ccc12	-24%	-14	-14%	-4%	0%	-19%
CC(NC(=O)c1ccccc1O)c1ccccc1 (stereo not drawn)	-16%	?	6%	-7%	4%	-1%

Further structures:
SMILES	AmpC inh no detg	HCMV antiviral	AmpC inh detg	Giardia FBPA inh	AMA1 RON2 block	Sm TGR inh
Cc1cc(C)c(C(N)=O)c(Nc2cccc3ccccc23)n1	-23%	-11	-5%	?	-1%	-17%
CCCN(C(=O)C1CSC2(C)CCC(=O)N12)c1c(N)n(Cc2ccccc2)c(=O)[nH]c1=O (stereo not drawn)	-14%	-37	-2%	.	5%	-1%
Cc1cc(OCC(=O)Nc2ccncc2)ccc1Br	-4%	-90*	-17%	1%	-4%	0%
CC1=C(C(=O)Nc2cc(C(=O)N3CCC(C)CC3)ccc2C)SCCO1	6%	-63*	0%	.	-21%	-5%
CC(=O)OC(C(=O)NCCN1CCOCC1)c1c(F)cccc1F (stereo not drawn)	-9%	?	-3%	5%	4%	-1%
CCn1nc(C(=O)Nc2ccc3nc(C)sc3c2)c2ccccc2c1=O	212%[activator]	-5	?	2%	4%[2.32 µM]	1%
CCC(Oc1ccc(C)cc1)C(=O)Nc1ccc(S(=O)(=O)Nc2cc(C)on2)cc1 (stereo not drawn)	-35%	35	2%	0%	-3%	-4%
COc1ccc(C)c(-n2c(=O)n(Cc3ccccc3)c(=O)c3[nH]cnc32)c1	-8%	20	10%	-18%	0%	-26%
O=C(NCCCN1CCCC1=O)c1ccc(Cl)c(NS(=O)(=O)c2ccc(F)cc2)c1	-18%	14	-5%	0%	0%	3%
O=C(CCN=C1NS(=O)(=O)c2ccccc21)Nc1ccc(Cl)cc1F	-50%	-9	-1%	.	0%	-10%
CCOC(=O)NC(=O)CSc1cc(C)c2cc(C)cc(C)c2n1	-14%	-1	-8%	24%	-10%	-15%
Cc1c(Cl)cccc1NC(=S)NCc1ccc2c(c1)OCO2	-20%	?	2%	6%	14%	3%
O=C(COC(=O)/C=C/c1cccc(F)c1)NNC(=O)c1ccccc1	-19%	-28	1%	3%	42%[activator]	-1%
COCCN(CCOC)C(=O)c1sc2nc(-c3ccccc3)cn2c1C	15%	52	1%	-1%	0%	4%
O=c1cc(/N=C/c2coc3cc(Br)ccc3c2=O)[nH]c(=S)[nH]1	-56%	0	7%	8%	77%[activator]	1%

In the list so far, 2 contain a furan ring, fused or not.
SMILES	AmpC inh no detg	HCMV antiviral	AmpC inh detg	Giardia FBPA inh	AMA1 RON2 block	Sm TGR inh
O=C(Nc1ccc(N2CCN(C(=O)c3ccco3)CC2)cc1)c1ccc(F)cc1	20%	-11	-3%	-2%	-9%	-2%
c1coc(C2Nc3ccccc3C3OCCC23)c1 (stereo not drawn)	-5%	99	-8%	1%	3%	-6%

Entries of single compounds, quoted from the list:
Results for CCOC(=O)NC(=O)CSc1cc(C)c2cc(C)cc(C)c2n1 : AmpC inh no detg: -14%; HCMV antiviral: -1; AmpC inh detg: -8%; Giardia FBPA inh: 24%; AMA1 RON2 block: -10%; Sm TGR inh: -15%
Results for O=C(NCCCN1CCCC1=O)c1ccc(Cl)c(NS(=O)(=O)c2ccc(F)cc2)c1 : AmpC inh no detg: -18%; HCMV antiviral: 14; AmpC inh detg: -5%; Giardia FBPA inh: 0%; AMA1 RON2 block: 0%; Sm TGR inh: 3%

(listing goes on)
SMILES	AmpC inh no detg	HCMV antiviral	AmpC inh detg	Giardia FBPA inh	AMA1 RON2 block	Sm TGR inh
COC(=O)c1cc2oc(C)cc2n1Cc1cc(C)ccc1C	.	-6	1%	.	.	13%
CC(C)OC(=O)CC(=O)CSc1nc(-c2ccc(F)cc2)cc(-c2ccccc2)c1C#N	-28%	-62*	?	1%	64%[activator]	-11%
CCn1c(C(=O)NCc2ccccc2)cc2sc(Cl)cc21	.	-23	-5%	.	.	3%
O=C(NCC1CCCO1)c1cn(Cc2ccccc2)nc1-c1ccccc1 (stereo not drawn)	-6%	-3	-22%	.	0%	0%
N#Cc1ccccc1OCC(=O)C1CC1	-25%	8	2%	0%	-12%	-1%
CCOC(=O)c1cnc(SCC(=O)OCC(=O)N(CC)C2CCS(=O)(=O)C2)nc1N (stereo not drawn)	2%	-34	-1%	.	-17%	-1%
